GRK2 inh = blocks RNA aptamer binding to human GRK2. AID 488847. 330,000 tested, 0.59% active. inhibition of aptamer binding, % at 10 µM. bead flow cytometry, FAM-aptamer displacement from GRK2. P25098;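 active = inhibition of aptamer binding above 40%, roughly 3 SD of noise, on plates passing a quality check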;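 note: median bead fluorescence of bound FAM aptamer so fluorescent compounds give negative values; no value below 0 was filed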
MEX-5 binding = C. elegans MEX-5 TCR-2 RNA binding activity; MEX-5/FITC-TCR2 RNA binding, fluorescence polarization; stronger effect = lower value; 300,000 tested, 0.38% active; AID 1832; activity score (negative = inhibition of binding), % at 10 µM;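 active = inhibition past about -25% in most replicates, and total fluorescence under double the plate's negative control median, limit read from the data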;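 note: 0% = DMSO and -100% = 5 µM competing unlabeled TCR2 RNA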
Target sequence (Q9XUB2 whole entry, looked up): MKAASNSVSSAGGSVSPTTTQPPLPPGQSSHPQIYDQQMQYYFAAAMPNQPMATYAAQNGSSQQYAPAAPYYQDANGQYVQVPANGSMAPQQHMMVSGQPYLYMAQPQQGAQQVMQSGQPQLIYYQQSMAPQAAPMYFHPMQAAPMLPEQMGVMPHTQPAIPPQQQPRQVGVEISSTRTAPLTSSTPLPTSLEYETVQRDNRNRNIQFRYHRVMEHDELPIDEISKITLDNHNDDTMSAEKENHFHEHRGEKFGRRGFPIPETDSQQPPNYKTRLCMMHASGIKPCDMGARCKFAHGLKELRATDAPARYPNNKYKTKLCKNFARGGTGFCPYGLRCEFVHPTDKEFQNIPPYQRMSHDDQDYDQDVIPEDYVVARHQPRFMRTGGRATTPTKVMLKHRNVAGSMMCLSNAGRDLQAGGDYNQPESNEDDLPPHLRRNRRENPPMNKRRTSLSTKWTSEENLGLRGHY
CIT2 TOR yeast = yeast TOR pathway CIT2-GFP modulation; S. cerevisiae CIT2-GFP strain, flow cytometry, 3 h; 100 means same as DMSO wells; GFP response vs DMSO, % at 10 µM; 320,000 tested, 0.065% active; AID 2029;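 active = GFP response relative to DMSO above a set limit, near the screen mean plus 3 SD, cut at about 150% in these data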;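 note: ratio of well median GFP fluorescence to mean of DMSO wells on the plate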
MCL1 BIM primary = inhibitors of human MCL1 binding to BIM-BH3 peptide; Q07820; GST-MCL1 / FITC-Bim-BH3 fluorescence polarization; inhibition, % at 10.9 µM; 320,000 tested, 0.68% active; AID 2057;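 active = inhibition above the mean inhibition of all tested compounds plus 3 SD, set per campaign, cut at about 40% in these data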;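 note: 0% = DMSO wells and 100% = unlabeled Bim-BH3 peptide control; higher means more loss of mP so more displacement of Bim peptide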
VLA-4 inh = inhibition in a human VLA-4 binding assay. VLA-4 expressing cells, ligand binding flow cytometry. inhibition, % (about 7 µM as worked out from the volumes in the protocol). 330,000 tested, 0.2% active. AID 2557; in the data active = inhibition above about 50%
GLD-1 RNA inh = GLD-1-TGE RNA interaction inhibition (C. elegans); inhibition, % at 5.96 µM; purified GLD-1 + fluorescein TGE RNA, fluorescence polarization; 320,000 tested, 0.44% active; AID 2280;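 active = percent inhibition above a per-plate cutoff, the plate mean of test compounds plus 3 SD, cut at about 30% in these data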;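 note: 0% = DMSO wells with GLD-1 and probe and 100% = wells lacking GLD-1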
AGP1 TOR yeast = modulators of TOR pathway AGP1-GFP in S. cerevisiae; GFP response vs DMSO, % at 10 µM; 320,000 tested, 0.02% active; AID 2066; S. cerevisiae AGP1-GFP multiplex flow cytometry, 3 h; GFP as percent of DMSO wells;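 active = GFP response relative to DMSO above a set limit, near screen average plus 3 SD, cut at about 150% in these data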;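 note: median GFP channel fluorescence of the gated AGP1 strain per well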
Bcl-xL primary = Bcl-xL (human) inhibition; GST-Bcl-xL / FITC-Bim BH3 peptide fluorescence polarization; inhibition, % at 10.9 µM; 320,000 tested, 0.7% active; Q07817;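 active = inhibition above the mean of all tested compounds plus 3 SD, cutoff set per campaign, cut at about 30% in these data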;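 note: 0% = DMSO wells and 100% = unlabeled Bim-BH3 peptide competitor; inhibitors lower millipolarization by displacing the labeled peptide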
Target sequence (Q07817 whole entry, looked up): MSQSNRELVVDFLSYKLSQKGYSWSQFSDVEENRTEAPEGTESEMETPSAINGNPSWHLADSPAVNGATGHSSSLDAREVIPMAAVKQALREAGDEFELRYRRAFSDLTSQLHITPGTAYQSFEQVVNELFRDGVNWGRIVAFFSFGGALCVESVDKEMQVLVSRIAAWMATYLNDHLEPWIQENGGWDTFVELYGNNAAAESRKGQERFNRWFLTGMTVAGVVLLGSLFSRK
CR mimetic SO = lowers age-related superoxide in aged yeast cells. S. cerevisiae aged cells, superoxide DHE fluorescence; stronger effect = lower value. superoxide response (% of plate mean), % at 10 µM. 330,000 tested, 0.18% active;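 active = superoxide response under a set limit, about three screen SD below normal, cut at about 65% in these data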;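 note: yeast aged for seven days with compound at 30 °C before DHE staining; 100% = average MFI of all compound-treated wells on the plate with controls excluded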
* marks the source's active call; other numbers are inactive results; x = not tested or not shown.

entry	compound	GRK2 inh	MEX-5 binding	CIT2 TOR yeast	MCL1 BIM primary	VLA-4 inh
1	COC(=O)CNC(=O)c1cc(-c2ccncc2)nc2ccccc12	1	-3.7	118	3	-3
2	C=CCNC(=O)NC(=O)COC(=O)CNS(=O)(=O)c1ccc(F)c(F)c1F	1	0.3	99	-8	-5
3	CCc1ccc(OCC(=O)N/N=C(\C)c2ccccc2OC(F)F)cc1	2	3.5	100	3	-13
4	COc1ccc2[nH]c3nc(SC(C)C)nnc3c2c1	3	0.3	84	10	7
5	O=C(CN1CCN(c2ccc(C(F)(F)F)cn2)CC1)Nc1ccc2c(c1)OCO2	0	0.0	x	-4	3
6	CCC(CO)Oc1cc(NCc2ccncc2)c2ncn(C(C)C)c2c1 (centres undefined)	0	x	97	x	10
7	O=C(c1ccc(Cn2c(=S)[nH]c3ccc(N4CCOCC4)cc3c2=O)cc1)N1CCC(N2CCCCC2)CC1	0	-0.7	102	11	5
8	COc1ccc(CC(=O)N2CCCc3ccccc32)cc1	0	1.6	105	10	10
9	CC(OC(=O)c1ccc(=O)n(Cc2ccccc2)n1)C(=O)Nc1cccc(Cl)c1 (centres undefined)	0	0.3	92	-8	14
10	O=C(Nc1ccc(NC(=O)c2ccco2)c(Cl)c1)c1ccccc1	0	-0.3	101	-1	0
11	CC(C)(C)c1ccc(/C=C/C(=O)c2ccc(NC3=NCCCS3)cc2)cc1	0	4.3	103	-1	7
12	Cc1cccc(NC(=O)c2cc3ccccc3c(=O)o2)n1	1	-4.6	91	-4	-6

entry	GLD-1 RNA inh	AGP1 TOR yeast	Bcl-xL primary	CR mimetic SO
1	-6	110	1	108
2	8	108	-2	99
3	-7	93	4	98
4	4	x	9	95
5	0	x	1	121
6	-4	99	x	85
7	8	108	-1	109
8	-4	100	4	103
9	5	103	-7	98
10	3	96	1	93
11	-6	100	-1	46*
12	7	94	-2	106

Of the compounds above, 2 have an NH in an aromatic ring:
entry	compound	GRK2 inh	MEX-5 binding	CIT2 TOR yeast	MCL1 BIM primary	VLA-4 inh
4	COc1ccc2[nH]c3nc(SC(C)C)nnc3c2c1	3	0.3	84	10	7
7	O=C(c1ccc(Cn2c(=S)[nH]c3ccc(N4CCOCC4)cc3c2=O)cc1)N1CCC(N2CCCCC2)CC1	0	-0.7	102	11	5

entry	GLD-1 RNA inh	AGP1 TOR yeast	Bcl-xL primary	CR mimetic SO
4	4	x	9	95
7	8	108	-1	109

More structures:
entry	compound	GRK2 inh	MEX-5 binding	CIT2 TOR yeast	MCL1 BIM primary	VLA-4 inh
13	CCn1c(=NC(=O)c2ccc(S(=O)(=O)N(C)C)cc2)sc2cccc(OC)c21	1	-0.2	109	2	-5
14	CCc1ccccc1S(=O)(=O)Cc1ccc(C(=O)N2CCN(c3ccccc3OC)CC2)o1	3	-2.2	100	2	5
15	CN(CC(=O)N1CCN(Cc2ccccc2)CC1)S(=O)(=O)c1cccc2nsnc12	0	1.6	98	-1	0
16	CCCC(=O)NC(c1ccc(Cl)cc1)c1ccc2cccnc2c1O (centres undefined)	2	-0.2	98	13	8
17	COc1cccc(/C=C2/SC(=O)N(CC(=O)N3CCc4ccccc4C3)C2=O)c1OCC(=O)O	1	-0.2	108	2	-19
18	CC(C)[C@@H](C(=O)N1CCN(C(=O)OC(C)(C)C)CC1)n1cc(CCO)nn1	x	-1.7	x	1	x
19	Cc1cccn2c(=O)c3cc(C(N)=S)c(=N)n(CCCOC(C)C)c3nc12	2	-7.9	106	35	5
20	CC(=O)Nc1ccc(NC(=O)CSc2nccn2Cc2ccccc2)cc1	1	-1.1	74	-1	-5
21	Cc1cc(C(=O)N/N=C/c2c(C)nn(-c3ccccc3)c2Cl)n[nH]1	2	0.2	106	1	0
22	COc1ccccc1C(=O)NC1CCN(C(=S)NCCc2ccccc2)CC1	0	0.4	86	5	4
23	CCc1ccc(NC(=O)C(=O)c2ccccc2NC(C)=O)cc1	0	x	91	-2	13
24	O=C(NNc1nc2c(F)cc(F)cc2s1)C1=COCCO1	2	-9.4	96	-1	-10

entry	GLD-1 RNA inh	AGP1 TOR yeast	Bcl-xL primary	CR mimetic SO
13	-8	106	4	122
14	7	100	1	102
15	3	94	1	112
16	9	100	7	100
17	11	105	6	107
18	8	x	3	x
19	-2	104	34*	104
20	-6	90	2	79
21	6	112	2	103
22	-3	97	3	114
23	3	97	3	70
24	4	101	2	95

Next section.
entry	compound	GRK2 inh	MEX-5 binding	CIT2 TOR yeast	MCL1 BIM primary	VLA-4 inh
25	COc1ccc(-c2oc3ccc(N4CCOCC4)cc3c2C#CCO)cc1	0	1.8	94	16	-12
26	Cc1oc(-c2ccc(Cl)cc2)nc1CN1CCC(C(=O)N2CCc3ccccc3C2)CC1	0	-1.5	93	6	4
27	CCN(CC(=O)Nc1ccc(NC(C)=O)cc1)C(=O)c1ccccc1CCc1ccccc1	5	-0.2	103	-10	0
28	O=C(c1ccco1)N(Cc1ccco1)Cc1cc2ccccc2[nH]c1=O	1	-1.2	106	-2	13

entry	GLD-1 RNA inh	AGP1 TOR yeast	Bcl-xL primary	CR mimetic SO
25	3	87	15	108
26	8	103	0	99
27	4	108	-8	103
28	3	100	2	95

Filtered by structure: the entries above containing sulfur
entry	compound	GRK2 inh	MEX-5 binding	CIT2 TOR yeast	MCL1 BIM primary	VLA-4 inh
2	C=CCNC(=O)NC(=O)COC(=O)CNS(=O)(=O)c1ccc(F)c(F)c1F	1	0.3	99	-8	-5
4	COc1ccc2[nH]c3nc(SC(C)C)nnc3c2c1	3	0.3	84	10	7
7	O=C(c1ccc(Cn2c(=S)[nH]c3ccc(N4CCOCC4)cc3c2=O)cc1)N1CCC(N2CCCCC2)CC1	0	-0.7	102	11	5
11	CC(C)(C)c1ccc(/C=C/C(=O)c2ccc(NC3=NCCCS3)cc2)cc1	0	4.3	103	-1	7
13	CCn1c(=NC(=O)c2ccc(S(=O)(=O)N(C)C)cc2)sc2cccc(OC)c21	1	-0.2	109	2	-5
14	CCc1ccccc1S(=O)(=O)Cc1ccc(C(=O)N2CCN(c3ccccc3OC)CC2)o1	3	-2.2	100	2	5
15	CN(CC(=O)N1CCN(Cc2ccccc2)CC1)S(=O)(=O)c1cccc2nsnc12	0	1.6	98	-1	0
17	COc1cccc(/C=C2/SC(=O)N(CC(=O)N3CCc4ccccc4C3)C2=O)c1OCC(=O)O	1	-0.2	108	2	-19
19	Cc1cccn2c(=O)c3cc(C(N)=S)c(=N)n(CCCOC(C)C)c3nc12	2	-7.9	106	35	5
20	CC(=O)Nc1ccc(NC(=O)CSc2nccn2Cc2ccccc2)cc1	1	-1.1	74	-1	-5
22	COc1ccccc1C(=O)NC1CCN(C(=S)NCCc2ccccc2)CC1	0	0.4	86	5	4
24	O=C(NNc1nc2c(F)cc(F)cc2s1)C1=COCCO1	2	-9.4	96	-1	-10

entry	GLD-1 RNA inh	AGP1 TOR yeast	Bcl-xL primary	CR mimetic SO
2	8	108	-2	99
4	4	x	9	95
7	8	108	-1	109
11	-6	100	-1	46*
13	-8	106	4	122
14	7	100	1	102
15	3	94	1	112
17	11	105	6	107
19	-2	104	34*	104
20	-6	90	2	79
22	-3	97	3	114
24	4	101	2	95
